Screening results (PubChem)
TRPV1 agonist = activates the human vanilloid receptor TRPV1 | Q8NER1 | activation, % at 8.33 µM | TRPV1-expressing cells, Fluo-8 calcium influx, agonist mode | hit rate 0.19% among 320,000; in the data active = activation above about 80%; inconclusive = between about 30% and that limit; note: 0% is about no effect
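Cells expressing TRPV1 were dye-loaded with Fluo-8 and read kinetically: 10 s baseline, 3 min after compound (agonist portion), then 2 min after EC20 capsaicin (allosteric enhancer portion). Calcium-bound dye fluorescence at 480/520 nm.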
ELG1 genotox = inducers of genotoxicity in HEK293T ELG1-luciferase cells | HEK293T ELG1-luciferase reporter, luminescence, 16 h | Potency, µM (top dose mostly 46 µM), inactives show at the highest dose activity change, positive = activation, actives largely listed as activators | hit rate 1.3% among 330,000 | AID 504466; note: potency is the fitted concentration of half-maximal effect; % of control where 0% means no effect; nearly all actives have a fitted effect of over 60% in size
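Reporter readout depends on ELG1 protein level, which increases with genetic stress. After 16 hr compound exposure at 37 °C, luciferase activity was quantified using ONE-Glo.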
NPC1 prom act = activators of NPC1 promoter; Huh7 NPC1 promoter luciferase reporter, 24 h; Potency, µM (doses to about 9.22 µM), inactives show top-dose activation, actives largely listed as activators; hit rate 2.4% among 320,000;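 note: potency is the fitted concentration of half-maximal effect; % of control where 0% means no effect; nearly all actives have a fitted effect of over 60% in size; reporter is driven by a mutant NPC1 promoter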
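Luminescence from an NPC1 promoter-driven luciferase reporter in stably transfected Huh7 cells was measured after 24 h compound treatment at 37 °C, followed by 10 min ambient incubation with luciferase detection reagent.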
Rab9 prom act = activators of Rab9 promoter. Huh7 Rab9 promoter-luciferase reporter, luminescence, 24 h. Potency, µM (top dose mostly 9.22 µM), for inactives: at the top dose activation, negative = inhibition, hits mostly activators. hit rate 2.8% among 320,000. AID 485297; note: potency is the fitted concentration of half-maximal effect; % of control where 0% means no effect; nearly all actives have a fitted effect of over 60% in size
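Huh7 cells stably carrying Rab9 promoter–luciferase reporter, plated 1500 cells/well, compound added after 2 h and incubated 24 h at 37 °C; luciferase luminescence then read after 10 min with detection reagent.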
VP16 counter = counter-screen for ROR gamma inhibitors: Gal4-VP16 reporter; hit rate 3.5% among 310,000; Potency, µM (doses to about 53.6 µM), for the others: at the top dose activity, negative = inhibition, usual class: inhibitors; Drosophila S2 Gal4-VP16 UAS-luciferase, luminescence, 20 h;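 note: Gal4-VP16 expression switched on by copper sulfate through the metallothionein promoter; potency is the fitted concentration of half-maximal effect; % is set by controls: 0 for no effect and ±100 for the full control effect; nearly all actives have a fitted effect of over 50% in size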
p53 reactivator = re-activators of mutant p53; H1299 p53-A138V BP100-luciferase reporter, luminescence, 24 h; Potency, µM (doses to about 92.2 µM), without a hit: at the highest dose activity change, positive = activation, usual class: activators; hit rate 0.063% among 320,000; AID 504706; note: potency is the fitted concentration of half-maximal effect; % of control where 0% means no effect; nearly all actives have a fitted effect of over 45% in size
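p53-null H1299 cells stably carrying temperature-sensitive p53-A138V and a BP100-luciferase reporter were pinned with compounds (4-point, 1:5 series) and held 24 hrs at 37 deg C. Luminescence was read 10 min after detection reagent.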
ELG1 DNA repair = ELG1-dependent DNA repair inhibition; hit rate 2.3% among 330,000; HEK293T ELG1-luciferase reporter, luminescence, 16 h; DNA damage induced by 5-fluorouridine; Potency, µM (series often up to 46.1 µM), for the others: at the highest dose activity change, negative = inhibition, most hits filed as inhibitors; note: potency is the fitted concentration of half-maximal effect; % is set by controls: 0 for no effect and ±100 for the full control effect; nearly all actives have a fitted effect of over 55% in size
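Quantitative HTS, concentration-response format. 2,000 cells/well co-treated with 5-fluorouridine and compound, 16 hr in 5% CO2 at 37 °C; ONE-Glo luminescence read after 30 min.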
Tb PFK inh = inhibitors of T. brucei phosphofructokinase; Potency, µM (highest dose often 57.5 µM), without a hit: at the highest dose activity, negative = inhibition, actives largely listed as inhibitors; hit rate 0.17% among 330,000; T. brucei PFK, ADP-Glo luminescence; O15648;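 note: potency is the fitted concentration of half-maximal effect; 0% = uninhibited 1x PFK enzyme wells and -100% = no-enzyme wells; nearly all actives have a fitted effect of over 60% in size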
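1.25 nM PFK with 0.5 mM F6P and 0.1 mM ATP in 0.1 M TEA pH 8.0, 5 mM MgCl2, incubated 45 min at room temperature; ADP measured by ADP-Glo luminescence; compounds titrated up to 57 uM.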
FLuc modulator = counter-screen for miR-21 project: firefly luciferase inhibitors or activators; P08659; purified FLuc, Km substrates, luminescence inhibition; Potency, µM (top dose mostly 57.5 µM), without a hit: at the top dose activity change, negative = inhibition, hits mostly inhibitors; hit rate 6.9% among 360,000;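 note: potency is the fitted concentration of half-maximal effect; plate controls were vehicle for no effect and reference inhibitor for full effect; nearly all actives have a fitted effect of over 55% in size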
Target sequence (P08659 whole entry, looked up): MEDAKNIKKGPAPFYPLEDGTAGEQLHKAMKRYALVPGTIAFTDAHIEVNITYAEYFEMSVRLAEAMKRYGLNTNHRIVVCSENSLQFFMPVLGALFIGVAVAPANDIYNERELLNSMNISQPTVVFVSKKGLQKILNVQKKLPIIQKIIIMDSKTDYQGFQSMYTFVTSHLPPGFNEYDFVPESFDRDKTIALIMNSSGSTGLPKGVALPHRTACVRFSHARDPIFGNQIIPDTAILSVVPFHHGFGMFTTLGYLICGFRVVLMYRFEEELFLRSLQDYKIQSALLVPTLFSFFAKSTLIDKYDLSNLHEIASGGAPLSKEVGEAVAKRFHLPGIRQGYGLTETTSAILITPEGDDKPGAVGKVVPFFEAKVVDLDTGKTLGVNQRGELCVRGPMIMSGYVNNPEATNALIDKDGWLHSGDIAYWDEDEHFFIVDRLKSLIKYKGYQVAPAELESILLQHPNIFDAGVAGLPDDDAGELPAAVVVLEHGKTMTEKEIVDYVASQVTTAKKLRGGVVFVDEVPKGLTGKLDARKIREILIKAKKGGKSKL
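Purified P. pyralis luciferase (10nM final) with 10uM D-luciferin and 10uM ATP (Km levels) in 50mM Tris acetate pH 7.5, 10mM Mg acetate, 0.01% Tween-20, 0.05% BSA; qHTS 6-point titration, ~60 µM downward; luminescence read.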
RORg inh = ROR gamma (mouse) transcription inhibition. P51450. Drosophila S2 Gal4-RORgamma UAS-luciferase reporter, 20 h. Potency, µM (titrated, usually from 53.6 µM), for the others: at the highest dose activity change, negative = inhibition, most hits filed as inhibitors. hit rate 5.4% among 310,000. AID 2551; note: potency is the fitted concentration of half-maximal effect; % is set by controls: 0 for no effect and ±100 for the full control effect; nearly all actives have a fitted effect of over 60% in size
Target sequence (P51450 whole entry, looked up, the tested form may be a part): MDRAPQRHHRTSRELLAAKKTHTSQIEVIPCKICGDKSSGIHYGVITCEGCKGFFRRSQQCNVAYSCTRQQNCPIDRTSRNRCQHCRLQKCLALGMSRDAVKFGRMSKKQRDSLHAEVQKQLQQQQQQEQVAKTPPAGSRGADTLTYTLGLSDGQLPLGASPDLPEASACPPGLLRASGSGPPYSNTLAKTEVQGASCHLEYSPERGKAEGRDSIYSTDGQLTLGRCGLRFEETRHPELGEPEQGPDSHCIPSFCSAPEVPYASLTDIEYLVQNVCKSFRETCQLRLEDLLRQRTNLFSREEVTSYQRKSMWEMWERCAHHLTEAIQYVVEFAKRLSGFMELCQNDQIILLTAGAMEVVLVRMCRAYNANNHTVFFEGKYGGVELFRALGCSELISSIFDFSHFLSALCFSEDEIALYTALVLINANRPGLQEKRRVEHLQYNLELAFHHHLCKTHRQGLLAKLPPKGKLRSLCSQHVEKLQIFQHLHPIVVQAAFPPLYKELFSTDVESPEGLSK
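Luminescence from a UAS-regulated Photinus luciferase reporter in stably transfected Drosophila Schneider cells is measured; decreased signal marks ROR gamma inhibition. Fusion expression is induced by 700 uM copper sulfate for 20 hr.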
BRCA1 expr up = BRCA1 expression activation. MCF7-BRCA1-FFLuc reporter, luminescence, 48 h; response scale: scaled: vehicle 0%, 10 µM genistein 100%. hit rate 1.1% among 380,000. Potency, µM (highest dose often 46.1 µM), inactives show at the highest dose activation, most hits filed as activators. AID 624202; note: potency is the fitted concentration of half-maximal effect; nearly all actives have a fitted effect of over 80% in size; some results filed as inactive show a strong effect at the top dose
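Luminescence from a BRCA1-driven firefly luciferase in MCF7 cells was the read-out, taken 15 min after substrate addition following 48 h compound exposure at 37 °C. Data were normalized to a 10 microM genistein control and DMSO vehicle.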
* marks the source's active call; other numbers are inactive results; ? = inconclusive; nt = no result given; & = joins results of further samples; [ ] = another dose, or the depositor's remark. Unless noted, calls come from the whole dose curve; as a rule, active = well fitted curve in the direction sought with a large enough effect; inconclusive = small, poorly fitted or top-dose-only effect, or another doubt; inactive = no such curve, though single readings can be large; an effect the other way counts as inactive or inconclusive. Rows were taken by chance; overall some 15% were active at least once.

SMILES | TRPV1 agonist | ELG1 genotox | NPC1 prom act | Rab9 prom act | VP16 counter | p53 reactivator | ELG1 DNA repair | Tb PFK inh | FLuc modulator | RORg inh | BRCA1 expr up
CC1=C(C(=O)OCCC#N)C(c2cc3c(cc2Br)OCO3)NC(=O)N1 (centres undefined) | -4 | 0% | 0% | 2% | -8% | nt | -6% | -19% | -2% | -20% | 27%
COc1cccc(/C=N/NC(=O)CNC(=O)COc2ccccc2)c1O | 1 | ? | -25% | -28% | 1µM* | 28% | ? | 5% | ? | 0.28µM* | -76%[inhibitor]
O=C(NC(=S)Nc1ccccc1O)c1ccc(-c2ccc(Cl)cc2)o1 | 1 | 4% | -2% | -8% | 7.9µM* | -2% | -2% | 2% | 4% | 3.2µM* | -19%
O=C(CNC(=O)Cc1ccccc1)NCC(=O)OCc1ccc(C(=O)c2ccccc2)cc1 | 5 | -1% | 0% | -30%[inhibitor] | 2% | -8% | -11% | 0% | -3% | 18% | 4%
CCOC(=O)C1=C(C)NC(=O)NC1c1cccc(O)c1 (centres undefined) | -2 | nt | nt | nt | 7% | nt | nt | nt | 0% | 1% | 0%
CC1Oc2ccccc2OC1(O)c1ccccn1 (centres undefined) | -1 | 0% | -3% | -7% | -17% | -9% | 9% | 0% | 3% | ? | -5%
O=C(COC(=O)COc1ccc(Cl)cc1Cl)NC1CCCC1 | 12 | 2% | -5% | 0% | nt | 3% | 12% | -9% | 13% | nt | 0%
CCOc1cc(C(=O)NCCOC)cc(OCC)c1OCC | 5 | 3% | -1% | -7% | -1% | -3% | 1% | -1% | -2% | -3% | -40%
COc1ccc(C2C(C(=O)NC(C)C)c3ccccc3C(=O)N2C)cc1OC (centres undefined) | 6 | -2% | 1% | 0% | -11% | -17% | 1% | -3% | -1% | 0% | -2%
Cc1ccc(-n2[nH]c(C)c(C=Nc3ccc4[nH]c(=O)[nH]c4c3)c2=O)cc1 | 0 | -17% | 1% | 1% | ? | -21% | -25% | -1% | ? | 22%[10 µM] | -86%
CCOC(=O)c1cc(-c2ccccc2)n[nH]1 | 4 | -6% | -1% | -9% | -2% | 17% | 1% | 1% | ? | -21% | 1%
CCOC(=O)N1CCC(N2Cc3cccc(C(=O)Nc4ccc(CC)cc4)c3C2=O)CC1 | 3 | -15% | 0% | 1% | -9% | -1% | ? | -1% | 12µM* | 23% | -69%
CN1CCN(NC(=S)NC(C)(C)CC(C)(C)C)CC1 | 5 | -4% | -6% | -3% | 18µM* | 2% | -6% | 3% | -1% | 6.3µM* | -7%
CCC(=O)c1ccc(OCC(=O)OCC(=O)N(CCC#N)c2ccc3c(c2)OCCO3)cc1 | nt | 2% | nt | nt | nt | -1% | 15% | 0% | nt | nt | 3%
COc1cc(C(=O)Oc2ccc(Br)cc2C(=S)N2CCOCC2)cc(OC)c1OC | 11 | -2% | -3% | 0% | 3% | -6% | -13% | -2% | -13% | 58% | -15%
COC(=O)c1cc(S(=O)(=O)NCC2CCN(Cc3cccc(F)c3)CC2)cn1C | 5 | -1% | -2% | -3% | 7% | -1% | 6% | -8% | 3%&-3% | -23% | -6%
CC(C)c1ccc(S(=O)(=O)c2n[nH]n3c2nc(=O)c2ccccc23)cc1 | -2 | 1% | -1% | -2% | -4% | -2% | -4% | -3% | 1% | -3% | -2%
Cc1ccc(S(=O)(=O)NC(=O)Nc2cc(C(C)(C)C)on2)cc1 | -2 | -6% | -5% | -6% | 5% | -2% | 0% | -1% | -2% | 4% | -1%
COc1ccc(C(=O)NCC(=O)Nc2cccc(S(=O)(=O)N3CCCC3)c2)cc1 | nt | 3% | nt | nt | nt | 1% | 0% | -2% | nt | nt | -6%
COc1ccc(-c2c3c(=O)n(C)c(=O)n(C)c3cn2Cc2cccnc2)cc1 | -2 | 25% | 15% | 7% | 6% | 21% | ? | 1% | ? | 13%[10 µM] | 31%
COc1cccc(/C=C/C(=C2/C(=O)N(c3ccccc3)N=C2C)c2ccc(Br)cc2)c1OC | -3 | 3% | -3% | -3% | 1% | 16% | -1% | 5% | 3% | -3% | 8%
COc1cccc(NC(=O)Nc2ccc(Cc3ccncc3)cc2)c1 | 22 | -1% | 0% | -2% | ? | 4% | -7% | 0% | 17µM* | ? | 14%
Cc1cc(C(C)(C)C)ccc1OCC(=O)N/N=C\c1c(C)n(C)n(-c2ccccc2)c1=O | 1 | -6% | 0% | -1% | -4% | 3% | 8% | 0% | ? | 0% | -27%
COc1ccccc1NC(=S)N1CCNC(=O)C1CC(=O)Nc1cccc(C)c1 (centres undefined) | 8 | 0% | -4% | 0% | 2% | -4% | 5% | -7% | -3% | 24% | 0%
CSCCC(=O)N1CCCC(CNC(=O)c2ccccc2Cl)C1 (centres undefined) | 1 | 1% | -3% | 1% | -12% | -2% | 6% | -9% | -14% | 10% | 0%
COc1ccc(O)c(C(=O)c2cc(C#N)c(=O)n(-c3ccc(Cl)cc3)c2)c1 | 1 | -4% | -4% | 1% | -3% | 3% | -17% | -3% | -18% | 11% | 0%
Cc1ccc(NC(=O)CC(=O)NCCN2CCOCC2)cc1 | 2 | 0% | -4% | 0% | -6% | 10% | 14% | -5% | 5% | ? | 1%
Cc1cc(C)nc(/N=C(/NC(=O)c2ccccc2)Nc2ccccc2)n1 | 16 | 0% | 5% | 2% | 2% | 5% | -15% | 3% | -3% | -19% | 28%
CCOC(=O)N1CCN(C(=O)Nc2cccc3ccccc23)CC1 | 1 | 0% | 0% | -5% | 5% | 1% | -4% | -1% | 2% | 4% | -20%
CC(=O)Nc1ccc(NS(=O)(=O)c2c(Cl)cccc2Cl)cc1 | -5 | 0% | -1% | -3% | 1% | -3% | -6% | 1% | 5% | -2% | 5%

3 entries drawn at random from the list so far, as already listed:
SMILES | TRPV1 agonist | ELG1 genotox | NPC1 prom act | Rab9 prom act | VP16 counter | p53 reactivator | ELG1 DNA repair | Tb PFK inh | FLuc modulator | RORg inh | BRCA1 expr up
O=C(COC(=O)COc1ccc(Cl)cc1Cl)NC1CCCC1 | 12 | 2% | -5% | 0% | nt | 3% | 12% | -9% | 13% | nt | 0%
CSCCC(=O)N1CCCC(CNC(=O)c2ccccc2Cl)C1 (centres undefined) | 1 | 1% | -3% | 1% | -12% | -2% | 6% | -9% | -14% | 10% | 0%
CC1=C(C(=O)OCCC#N)C(c2cc3c(cc2Br)OCO3)NC(=O)N1 (centres undefined) | -4 | 0% | 0% | 2% | -8% | nt | -6% | -19% | -2% | -20% | 27%

Carrying on.
SMILES | TRPV1 agonist | ELG1 genotox | NPC1 prom act | Rab9 prom act | VP16 counter | p53 reactivator | ELG1 DNA repair | Tb PFK inh | FLuc modulator | RORg inh | BRCA1 expr up
COc1cc(OC)c(OC)cc1/C=N/Nc1ncnc2c1[nH]c1ccccc12 | -10 | 5% | -3% | -4% | -11% | -14% | ? | -1% | ? | -3% | -41%
CCNC(=O)OCc1cn(-c2ccccc2)nn1 | 1 | 5% | 7% | 18% | 10% | -4% | 23% | -4% | -4% | 3% | 17%
C#CCOCCOCCOCCNc1nc(N2CCOCC2)nc(N2CCN(C(=O)[C@H]([C@@H](C)CC)n3cc([C@@H](N)CO)nn3)CC2)n1 | 3 | 8% | 2% | 0% | -5% | 1% | ? | -1% | 1% | -22% | -1%
CCOC(=O)c1nnn(CC(=O)Nc2cccc(OC)c2)c1C(=O)OCC | 2 | -5% | 11% | 1% | -10% | 0% | 3% | 1% | 1% | 4% | -13%
CC1=C(C(=O)N2CCCCC2)C2(CCC(C)CC2)OC1=O (centres undefined) | -4 | 1% | 1% | -1% | -13% | -3% | 16% | -2% | -3% | 6% | 29%
O=C(Nc1ccc(F)c(Cl)c1)N1CCCCCC1 | ? | ? | 22% | 27% | 8% | 4% | ? | 1% | ? | -9% | 8.9µM*
CCc1c(C)sc(NC(=O)c2cc(C)on2)c1C#N | 26 | ? | ? | ? | -7% | 3% | ? | -1% | 12µM* | ? | 73%
CCOC(=O)c1cc(C)sc1NC(=O)CCC(=O)O | -2 | 0% | 11% | -4% | 9% | 1% | 11% | 0% | 0% | 20% | -7%
CCC(=O)Nc1ccc(C(=O)NNC(=O)COc2cc(C)ccc2C)cc1 | -8 | 1% | 0% | -1% | ? | -7% | -1% | 0% | -5% | 1% | 5%
O=C(CSc1ncnc2c1oc1ccccc12)Nc1cccc(F)c1 | 21 | 0% | 1% | -7% | 3% | -3% | -10% | 1% | 7% | -11% | -12%
O=C(OCCN1CCOCC1)C(c1ccccc1)c1ccccc1 | 15 | -1% | 1% | 1% | 0% | -5% | -3% | 2% | 8% | 19% | 4%
Cc1ccc(CNC(=O)CCn2nc(-c3ccc(Cl)cc3)ccc2=O)cc1 | 1 | 1% | -3% | -2% | 6% | -8% | -11% | 0% | 3% | 34% | -25%
